# Source: PubChem BioAssay (National Center for Advancing Translational Sciences (NCATS))
# ATXN2 expr inh: Primary qHTS for Inhibitors of ATXN expression; 360,000 tested, 0.72% active; AID 1745845, 2022; HEK-293 ATXN2-luciferase reporter, luminescence, 24 h; Potency, µM (top dose mostly 57 µM), for inactives: at the highest dose activity change, negative = inhibition, actives largely listed as inhibitors; note: potency is the fitted concentration of half-maximal effect; % is set by controls: 0 for no effect and ±100 for the full control effect; nearly all actives have a fitted effect of over 55% in size
#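 qHTS (up to 57 uM final) was run with 24 h compound exposure of reporter cells at 37 °C. Each well was multiplexed: SteadyGlo luminescence measured ATXN2-luciferase expression after a fluorogenic Gly-Phe-AFC viability readout (25 uM final).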
# KB-V1 MDR tox: qHTS assay for MDR1-selective chemotherapeutics: Primary screen using the drug-selected MDR subline cells KB-V1 | Potency, µM (highest dose often 46.1 µM), for the others: top-dose activity change, negative = cytotoxicity, usual class: cytotoxic | KB-V1 MDR cells viability, CellTiter-Glo, 72 h | 400,000 tested, 3.4% active; note: potency is the fitted concentration of half-maximal effect; % is set by controls: 0 for no effect and ±100 for the full control effect; nearly all actives have a fitted effect of over 60% in size
#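 Following 72 h at 37 degrees C with compound, KB-V1 cell viability was read by CellTiter-Glo luminescence, medium being phenol-red-free DMEM plus 10% FBS; concentration-response parameters came from normalized, curve-fitted qHTS data.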
# HT1080 IDH1KD tx: qHTS for induction of synthetic lethality in tumor cells producing 2HG: qHTS for the HT-1080-IDH1KD cell line. Potency, µM (titrated, usually from 46.1 µM), without a hit: at the top dose activity, negative = toxicity, hits mostly cytotoxic. HT-1080 IDH1 knockdown viability, ATP luminescence, 48 h. 360,000 tested, 2% active;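 note: potency is the fitted concentration of half-maximal effect; 0% = DMSO wells and -100% = cell-free medium wells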
#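 Viability of IDH1-knockdown HT-1080 fibrosarcoma cells was assessed by CellTiter-Glo after 48 h at 37 °C with titrated compound; concentration-effect curves were classified by fit quality and response size.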
# HT1080-NT tox: qHTS for induction of synthetic lethality in tumor cells producing 2HG: qHTS for the HT-1080-NT fibrosarcoma cell line; HT-1080-NT fibrosarcoma viability, CellTiter-Glo ATP luminescence, 48 h; Potency, µM (top dose mostly 46.1 µM), for inactives: top-dose activity, negative = less viability, hits mostly cytotoxic; 360,000 tested, 1.6% active; AID 686970, 2013;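 note: NT is the 2HG producing partner of a matched IDH1 knockdown line; potency is the fitted concentration of half-maximal effect; 0% = DMSO-treated cells and -100% = media-only wells without cells; nearly all actives have a fitted effect of over 55% in size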
#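 Compounds were tested in concentration-response format on HT-1080-NT cells for 48 hours at 37 degrees C. Cell viability came from CellTiter-Glo luminescence; curves were classified by r2, response magnitude and activity.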
# IL-1B inflam inh: qHTS for Inhibitors of Inflammasome Signaling: IL-1-beta AlphaLISA Primary Screen. THP-1 LPS/ATP IL-1B secretion, AlphaLISA, 16 h; active compounds read low. activity change, % at 57.5 µM. 360,000 tested, 4.7% active. AID 743279, 2014; in the data active = activity change below about -50%; inconclusive = mostly about -30% to -49%; note: % is set by controls: 0 for no effect and ±100 for the full control effect
#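 Secreted IL-1B measured by AlphaLISA bead assay after 16 h compound exposure of THP-1 cells; compounds (final up to 57.5 uM) added 1 h before LPS (250 ng/mL) and ATP (1.25 mM) stimulation; lower signal means less secretion.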
# SW480 rereplic: A quantitative high throughput screen for small molecules that induce DNA re-replication in SW480 colon adenocarcinoma cells; 340,000 tested, 1.8% active; AID 624297, 2012; Potency, µM (top dose mostly 46.1 µM), without a hit: at the highest dose re-replication activation, actives largely listed as activators; SW480 DNA re-replication, Hoechst DNA content imaging, 48 h; note: potency is the fitted concentration of half-maximal effect; % of control where 0% means no effect; nearly all actives have a fitted effect of over 55% in size
#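 Treated cells incubate 48 hr (37 C, 5% CO2), are stained 40 min with Hoechst, and nuclear fluorescence is enumerated; a rise in nuclei with high DNA signal marks re-replication.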
# WRN inhibitor: qHTS for Inhibitors of WRN Helicase. Bifunctional 3'-5' exonuclease/ATP-dependent helicase WRN (Homo sapiens), Q14191. Potency, µM (highest dose often 114 µM), for inactives: at the top dose activity change, negative = inhibition, hits mostly inhibitors. WRN helicase unwinding, fluorescent forked duplex, kinetic. 360,000 tested, 0.46% active; note: potency is the fitted concentration of half-maximal effect; % is set by controls: 0 for no effect and ±100 for the full control effect; nearly all actives have a fitted effect of over 55% in size
# Target sequence (Q14191 whole entry, looked up): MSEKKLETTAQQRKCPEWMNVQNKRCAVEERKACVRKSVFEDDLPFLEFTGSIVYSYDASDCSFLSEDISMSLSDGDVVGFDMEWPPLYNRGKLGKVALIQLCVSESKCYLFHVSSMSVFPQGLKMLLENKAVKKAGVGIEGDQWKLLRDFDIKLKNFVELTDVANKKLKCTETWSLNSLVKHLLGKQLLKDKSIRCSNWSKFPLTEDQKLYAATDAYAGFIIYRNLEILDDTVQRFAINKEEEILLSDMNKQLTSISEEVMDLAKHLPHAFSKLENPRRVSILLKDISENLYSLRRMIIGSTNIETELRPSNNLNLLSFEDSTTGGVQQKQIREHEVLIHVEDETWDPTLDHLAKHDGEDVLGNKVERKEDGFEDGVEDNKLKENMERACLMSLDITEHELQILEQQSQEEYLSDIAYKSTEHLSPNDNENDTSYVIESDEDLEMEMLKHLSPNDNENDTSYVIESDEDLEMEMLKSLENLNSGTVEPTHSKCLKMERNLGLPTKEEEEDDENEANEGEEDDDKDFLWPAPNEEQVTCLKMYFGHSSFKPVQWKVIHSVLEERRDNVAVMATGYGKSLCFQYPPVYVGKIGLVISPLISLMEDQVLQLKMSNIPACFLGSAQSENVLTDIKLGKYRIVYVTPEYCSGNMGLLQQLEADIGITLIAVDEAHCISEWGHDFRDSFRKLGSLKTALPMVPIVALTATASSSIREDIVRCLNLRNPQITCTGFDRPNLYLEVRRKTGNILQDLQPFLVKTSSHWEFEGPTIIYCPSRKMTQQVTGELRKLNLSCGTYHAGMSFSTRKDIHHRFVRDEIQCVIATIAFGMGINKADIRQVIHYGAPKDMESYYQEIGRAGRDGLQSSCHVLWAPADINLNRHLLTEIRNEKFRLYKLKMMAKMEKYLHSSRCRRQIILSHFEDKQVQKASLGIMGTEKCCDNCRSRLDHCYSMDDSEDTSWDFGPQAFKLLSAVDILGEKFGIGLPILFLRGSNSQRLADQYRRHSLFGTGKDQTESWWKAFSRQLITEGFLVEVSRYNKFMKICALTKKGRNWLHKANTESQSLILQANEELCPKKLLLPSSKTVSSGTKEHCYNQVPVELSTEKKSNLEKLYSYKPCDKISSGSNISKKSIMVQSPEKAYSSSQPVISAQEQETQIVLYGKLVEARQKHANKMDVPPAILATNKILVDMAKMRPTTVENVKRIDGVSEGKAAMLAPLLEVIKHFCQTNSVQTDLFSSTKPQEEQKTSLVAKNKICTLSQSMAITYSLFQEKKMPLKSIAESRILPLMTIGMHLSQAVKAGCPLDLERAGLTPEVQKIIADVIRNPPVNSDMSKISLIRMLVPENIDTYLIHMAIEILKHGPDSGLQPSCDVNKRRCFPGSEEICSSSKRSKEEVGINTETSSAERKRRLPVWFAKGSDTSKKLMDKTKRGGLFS
#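 Primary qHTS, 1536-well format. 20 nM WRN + compound, 15 min RT; start with 100 nM forked fluorophore/quencher duplex, 2 mM ATP (final); kinetic read ex 525/em 598 nm.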
# KB-3-1 cytotox: qHTS assay for MDR1-selective chemotherapeutics: Primary screen using the parental adenocarcinoma cell KB-3-1; KB-3-1 viability, CellTiter-Glo ATP luminescence, 72 h; Potency, µM (highest dose often 46.1 µM), for inactives: top-dose activity change, negative = cytotoxic, hits mostly cytotoxic; 400,000 tested, 1.4% active; AID 1347075, 2019; note: potency is the fitted concentration of half-maximal effect; % is set by controls: 0 for no effect and ±100 for the full control effect; nearly all actives have a fitted effect of over 60% in size
#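 KB-3-1 parental drug-naive adenocarcinoma cells in DMEM/10% FBS, incubated 72 h at 37 C with pin-transferred compounds across a concentration series. Viability by CellTiter-Glo luminescence; concentration-response curves fitted after normalization.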
# MCF10A rereplic: A quantitative high throughput screen for small molecules that induce DNA re-replication in MCF 10a normal breast cells. MCF 10A DNA re-replication, Hoechst nuclear intensity, 48 h. Potency, µM (top dose mostly 46.1 µM), without a hit: at the highest dose activity, positive = re-replication, actives largely listed as activators. 350,000 tested, 2.9% active. AID 624296, 2012; note: potency is the fitted concentration of half-maximal effect; % of control where 0% means no effect; nearly all actives have a fitted effect of over 50% in size
# Starred values were filed as active, the others as inactive; ? = inconclusive; nt = no result given; & = joins results of further samples; [ ] = another dose, or the depositor's remark. Unless noted, calls come from the whole dose curve; as a rule, active = well fitted curve in the direction sought with a large enough effect; inconclusive = small, poorly fitted or top-dose-only effect, or another doubt; inactive = no such curve, though single readings can be large; an effect the other way counts as inactive or inconclusive.
no.	Molecule	ATXN2 expr inh	KB-V1 MDR tox	HT1080 IDH1KD tx	HT1080-NT tox	IL-1B inflam inh	SW480 rereplic	WRN inhibitor	KB-3-1 cytotox	MCF10A rereplic
1	Oc1cccc(-c2sc3ccccc3c2-c2ccc(OCCN3CCCCC3)cc2)c1	?	-11%	12µM*	21µM*	0	nt	0%	?	nt
2	CCOc1ccc(NC(=O)COC(=O)Cn2cnnn2)cc1OCC	1%	15%	-17%	1%[9.24 µM]	0	-1%	-4%	1%	0%
3	Cc1nc(SCC(=O)Nc2c(C)n(C)n(-c3ccccc3)c2=O)c(C#N)c(C)c1C	nt	-10%	-1%	0%	5	-7%	5%	-13%	7%
4	COc1ccc(CC(=O)NNC2=Nc3cccc4cccc2c34)cc1OC	nt	5%	5%	9%	5	?	-1%	2%	4%
5	Nc1ncc2c(n1)CCN(c1ccc([N+](=O)[O-])cc1)C2	-25%	-13%	-2%	-16%	?	?	0%	16%	2%
6	O=C(CCc1nnc(-c2ccc3c(c2)OCO3)o1)NCCc1ccccc1F	-10%	-6%	?	-30%	5	?	7%	0%	?
7	Cc1cc(-c2ccccc2)n2ncc(C#N)c2n1	-4%	14%	1%	2%	5	-4%	-4%	8%	3%
8	CC1CCC(NC(=O)CCCCn2c(=O)[nH]c3ccsc3c2=O)CC1 (configuration not stated)	-8%	-10%	0%	-8%	1	12%	-8%	8%	22%
9	COc1ccc(/C=C2\Sc3ccc(C(=O)NCCN4CCCCCC4)cc3N(C)C2=O)cc1	nt	-2%	5%	9%	-26	255%	-8%	-17%	?
10	CCN1C(=O)N[C@@H](CCc2ccccc2)C(C(C)=O)=C1C	8%	6%	9%	3%	22	-6%	13%	9%	6%
11	Cc1cc(-n2c(C)cc(C(=O)CSc3nnnn3-c3ccc(Cl)cc3)c2C)no1	?	6%	7%	-25%	-1	-13%	-10%	14%	6.5µM*
12	COc1ccccc1NC(=S)NC(NC(=O)c1ccco1)C(Cl)(Cl)Cl (configuration not stated)	6%	-26%	-4%	1%	-3	6%	-6%	?	11%
13	COc1ccc(NC(=O)CN(C)CC(=O)Nc2ccc(Cl)cc2F)cc1	-8%[11.3 µM]	-20%	-7%	14%	-8	-9%	-6%	-9%	0%
14	COc1cccc(C2c3c(oc4ccccc4c3=O)C(=O)N2CCCN(C)C)c1OC (configuration not stated)	-2%	5%	20%	15%	2	-2%	-5%	1%	11%
15	CCOc1ccc(CN2CCNC(=O)C2CC(=O)NCC2CCOCC2)cc1 (configuration not stated)	1%	nt	4%	0%	4	0%	-21%	nt	0%
16	COc1ccccc1C(=O)Nc1ccc2c(c1)n(C)c(=O)n2C	-33%	-1%	3%	0%	?	-17%	-14%	-23%	19%
17	COc1ccc(OC)c(S(=O)(=O)Nc2c(NC3CCCCC3)c3ccccc3oc2=O)c1	-8%	-20%	-3%	-8%	-2	-13%	-10%	?	0%
18	O=C(C1CC1)N1CCc2cc(Br)cc(S(=O)(=O)N3CCCCCC3)c21	6%	9.2µM*	-16%	-9%	-1	16%	-8%	?	?
19	COc1ccc(/C=C/C(=O)Nc2ccc3c(c2)OCCO3)cc1OC	-3%	21µM*	-1%	11%	?	-1%	-21%	2%	20%
20	CCOC(=O)Cc1[nH]nc2c1C(Cc1ccccc1)C(C#N)=C(N)O2 (configuration not stated)	-3%	7%	-5%	-10%	9	5%	2%	0%	15%
21	O=C(Nc1ccc(Cl)cc1F)C1CC1c1ccccc1 (configuration not stated)	17%	-13%	-7%	0%	-6	4%	6%	-4%	13%
22	O=C(NCCCN1CCOCC1)c1ccc(/C=C2\Oc3ccccc3N(Cc3ccccc3F)C2=O)cc1	nt	-5%	1%	4%	3	?	0%	2%	5.2µM*
23	Cc1ccc(C(=O)c2cn[nH]c2-c2cc(Cl)ccc2O)cc1	-13%	?	?	?	25	18%	-26%	-1%	?
24	CN1CCN(NC(=O)CN2C(=O)/C(=C/c3ccccc3Cl)SC2=S)CC1	3%	-20%	1%	-2%	-6	-1%	-9%	-21%	3%
25	COc1ccc(C2C(C(=O)c3ccco3)=C(O)C(=O)N2Cc2cccnc2)cc1OC (configuration not stated)	2%	-6%	20%	17%	7	-8%	-9%	-10%	-4%
26	N#Cc1ccc(CN2CCN(C(=O)CC(NC(=O)c3ccccc3)c3ccccc3)CC2)cc1 (configuration not stated)	15%	0%	0%	0%	6	7%	1%	?	10%
27	Cc1ccc(NC(=O)CCNC(=O)c2ccc(Br)cc2)nc1	13%	2%	0%	2%	-4	-2%	-4%	13%	-9%
28	COc1cccc(NC(=O)CN2C(=O)c3cccnc3Oc3ccc(Cl)cc32)c1	2%	-9%&8%	-14%	-14%	23	-4%	1%	-1%&7%	2%
29	CC(C)n1c(=O)c2ccccc2n1C(=O)c1ccccc1	-3%	-5%	10%	-2%	0	nt	-7%	0%	nt
30	Cc1cc(NC(=O)c2ccc3nc(-c4ccccc4)c(-c4ccccc4)nc3c2)no1	-15%	?	-6%	-8%	5	?	6%	-9%	9.2µM*

# The closing 2 entries of the section before come first, to join the parts:
# Values in the order: ATXN2 expr inh, KB-V1 MDR tox, HT1080 IDH1KD tx, HT1080-NT tox, IL-1B inflam inh, SW480 rereplic, WRN inhibitor, KB-3-1 cytotox, MCF10A rereplic
29: CC(C)n1c(=O)c2ccccc2n1C(=O)c1ccccc1
 : -3%, -5%, 10%, -2%, 0, nt, -7%, 0%, nt
30: Cc1cc(NC(=O)c2ccc3nc(-c4ccccc4)c(-c4ccccc4)nc3c2)no1
 : -15%, ?, -6%, -8%, 5, ?, 6%, -9%, 9.2µM*
31: CC12CCC(C(=O)NCc3ccccn3)(OC1=O)C2(C)C (configuration not stated)
 : 6%, 0%, 0%, 9%, 2, -4%, -14%, 5%, -2%
32: O=S(=O)(N/N=C/c1ccccc1OCc1ccc(Cl)cc1)c1ccccc1
 : 24%, 16µM*, -12%, ?, 6, ?, -10%, ?, 3.3µM*
33: O=C(NC1CCCCC1)C(c1ccc(F)cc1)N(Cc1ccc2c(c1)OCO2)C(=O)c1cnsn1 (configuration not stated)
 : -32%, -2%, 4%, 14%, -15, 0%, -5%, 0%, 6%
34: CCN(CC1CCCN(CCc2cccc(OC)c2)C1)C(=O)C=C(C)C (configuration not stated)
 : 11%, -1%, -1%, 7%, 14, -10%, 9%, -6%, 4%
35: Cc1ccc(C(=O)NC(=S)Nc2ccccc2C(F)(F)F)cc1
 : 4%, -19%, 0%, 0%, 0, -4%, -9%, -14%, 7%
36: O=C(c1cccc(Cl)c1)C1CCCN(S(=O)(=O)c2ccccc2)C1 (configuration not stated)
 : -22%, -22%, -9%, 2%, 20, -15%, -12%, ?, 3%
37: Oc1cccc(/C=N/NC(=S)NCCN2CCOCC2)c1O
 : nt, -17%, -4%, 2%, 119, ?, 0%, ?, 1%
38: Cc1cccc(OCC(=O)NCCCNC(=O)c2ccco2)c1
 : -4%, -20%, 9%, 18%, 1, -2%, 14%, 10%, -1%
39: COc1ccc(CCn2c(NN=C3CCCC3)nc3c2c(=O)[nH]c(=O)n3C)cc1
 : nt, 24%, 0%, 11%, -1, -5%, -2%, 2%, -2%
40: CCCc1c(C(=O)Nc2ccc(N3CCOCC3)cc2)cnn1-c1ccccc1
 : -9%, 2%, 0%, 0%, 35, 8%, -16%, -5%, 12%
41: CCOc1ccc(CCNC(=O)COC(=O)Cn2cnc3c2c(=O)n(C)c(=O)n3C)cc1OCC
 : -6%, 2%, 10%, 1%, 0, -2%, 1%, -4%, 0%
42: O=C(O)/C=C/c1ccc(OCc2cccc(F)c2)cc1
 : -17%, -3%, 2%, -1%, -3, 4%, 2%, 2%, ?
43: Cc1sc2c(c1C)c(=O)n(-c1cccc(C(F)(F)F)c1)c(=O)n2CC(=O)NCc1ccco1
 : -7%, ?, 1%, -1%, -3, -12%, 10%, -3%, 0%
44: COCc1nnc(NC(=O)CSc2ccc(C)cc2)s1
 : -1%, -17%, 0%, -11%, 18, -10%, 4%, 21%, 2%
45: COc1cccc(CN(C(=O)c2ccccc2Cl)C2CCS(=O)(=O)C2)c1 (configuration not stated)
 : -7%, 1%, -1%, -1%, 24, -11%, 5%, 9%, 1%
46: NC(=O)c1ccc(NC(=O)COC(=O)c2ccc(Cl)nc2)cc1
 : 8%, 3%, 2%, -3%, -9, -14%, -3%, 19%, ?

# Random excerpt: 2 records from the list.
# Values in the order: ATXN2 expr inh, KB-V1 MDR tox, HT1080 IDH1KD tx, HT1080-NT tox, IL-1B inflam inh, SW480 rereplic, WRN inhibitor, KB-3-1 cytotox, MCF10A rereplic
36: O=C(c1cccc(Cl)c1)C1CCCN(S(=O)(=O)c2ccccc2)C1 (configuration not stated)
 : -22%, -22%, -9%, 2%, 20, -15%, -12%, ?, 3%
41: CCOc1ccc(CCNC(=O)COC(=O)Cn2cnc3c2c(=O)n(C)c(=O)n3C)cc1OCC
 : -6%, 2%, 10%, 1%, 0, -2%, 1%, -4%, 0%
